Source: PubChem (National Center for Advancing Translational Sciences (NCATS))
L3MBTL1 inh = qHTS Assay for the Inhibitors of L3MBTL1; Lethal(3)malignant brain tumor-like protein 1 (Homo sapiens), Q9Y468; AlphaScreen L3MBTL1–H3K9me1 peptide binding; Potency, µM (titrated, usually from 57.1 µM), for inactives: at the highest dose activity, negative = inhibition, most hits filed as inhibitors; hit rate 0.66% among 230,000; AID 485360, 2010; also: nearly all actives have a fitted effect of over 60% in size
Target sequence (Q9Y468 whole entry, looked up): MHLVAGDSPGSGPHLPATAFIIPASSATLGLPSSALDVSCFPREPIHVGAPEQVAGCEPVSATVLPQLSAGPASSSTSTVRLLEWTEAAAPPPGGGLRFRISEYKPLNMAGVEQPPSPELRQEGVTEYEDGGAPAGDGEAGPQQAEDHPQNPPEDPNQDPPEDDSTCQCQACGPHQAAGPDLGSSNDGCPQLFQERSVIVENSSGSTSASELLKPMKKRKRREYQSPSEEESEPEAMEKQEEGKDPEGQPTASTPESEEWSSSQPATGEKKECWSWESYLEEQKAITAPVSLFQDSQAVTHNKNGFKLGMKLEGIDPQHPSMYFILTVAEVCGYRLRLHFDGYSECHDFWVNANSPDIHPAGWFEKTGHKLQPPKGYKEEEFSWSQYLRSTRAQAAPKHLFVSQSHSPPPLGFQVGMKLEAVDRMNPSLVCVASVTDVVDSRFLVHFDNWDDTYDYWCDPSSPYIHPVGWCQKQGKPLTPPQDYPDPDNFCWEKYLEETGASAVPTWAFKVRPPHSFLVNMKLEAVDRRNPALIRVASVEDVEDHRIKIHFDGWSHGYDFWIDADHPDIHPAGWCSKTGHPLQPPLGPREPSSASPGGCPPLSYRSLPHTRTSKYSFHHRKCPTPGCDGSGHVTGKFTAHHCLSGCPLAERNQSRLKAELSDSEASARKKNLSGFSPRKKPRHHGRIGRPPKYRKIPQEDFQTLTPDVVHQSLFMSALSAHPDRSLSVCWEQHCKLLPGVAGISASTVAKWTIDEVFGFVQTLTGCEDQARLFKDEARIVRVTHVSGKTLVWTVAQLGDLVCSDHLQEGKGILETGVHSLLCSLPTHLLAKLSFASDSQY
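Read-out is AlphaScreen signal from streptavidin donor and nickel chelate acceptor beads (10 ug/mL final each) bridging L3MBTL1 (50 nM) and biotinylated K9-monomethylated H3(1-15) peptide (75 nM), after 30 min compound exposure at room temperature.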
GAA glycogen = qHTS Assay for Inhibitors and Activators of Human alpha-Glucosidase Cleavage of Glycogen | recombinant GAA, glycogen substrate, Amplex Red glucose oxidase fluorescence | AID 2100, 2009 | Potency, µM (highest dose often 76.4 µM), inactives show at the highest dose activity change, negative = inhibition, actives largely listed as inhibitors | Lysosomal alpha-glucosidase (Homo sapiens), P10253 | hit rate 0.38% among 300,000;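 also: 0% = full enzyme reaction and -100% = no-enzyme basal signal; the screen sought inhibitors and activators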
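Recombinant human enzyme (4 nM); glycogen substrate; 37 C, 40 min, pH 5.0. Readout: coupled glucose oxidase/Amplex Red fluorescence.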
The depositor's hits bear a star; ? = inconclusive; . = no result given; [ ] = dose if it differs, or a comment. Calls follow the shape of the dose curve; as a rule, active = well fitted curve in the direction sought with a large enough effect; inconclusive = small, poorly fitted or top-dose-only effect, or another doubt; inactive = no such curve, though single readings can be large; an effect the other way counts as inactive or inconclusive. Unless noted, % is scaled to controls: 0 for no effect and ±100 for the full control effect; potency is read from the fitted curve at half-maximal effect. Some of the compounds tested; count on the stated rates, not on these rows.

canonical_smiles	L3MBTL1 inh	GAA glycogen
CCCCN(C(=O)/C=C/c1ccc(OC)cc1)C1CCS(=O)(=O)C1 (stereo unspecified)	-3%	.
CCOC(=O)c1c(SCc2ccccc2)n[nH]c1N	-3%	.
C[C@H](CO)N1C[C@H](C)[C@@H](CN(C)C(=O)Nc2ccc(C(F)(F)F)cc2)Oc2c(NS(=O)(=O)c3cccs3)cccc2C1=O	1%	.
COCCN(CC(=O)Nc1ccccc1C(F)(F)F)C(=O)/C=C/c1ccc2ccccc2n1	-2%	.
COc1ccc(Cl)cc1NC(=O)CN(C)C(=O)Cc1n[nH]c(=O)c2ccccc12	1%	.
COc1ccc(-c2nnc(SCC(=O)NC3CCCCC3)n2N)cc1	10%	.
O=C(CSc1nnnn1-c1ccccc1)NCC1(N2CCOCC2)CCCCC1	3%	.
CCCCn1c(N)c(N(Cc2ccccc2OC)C(=O)c2cc(CC)c(C)s2)c(=O)[nH]c1=O	-7%	.

Single entries from the list:
COc1ccc(Cl)cc1NC(=O)CN(C)C(=O)Cc1n[nH]c(=O)c2ccccc12 in L3MBTL1 inh reads 1%
CCCCN(C(=O)/C=C/c1ccc(OC)cc1)C1CCS(=O)(=O)C1 (stereo unspecified) in L3MBTL1 inh reads -3%
COc1ccc(-c2nnc(SCC(=O)NC3CCCCC3)n2N)cc1 in L3MBTL1 inh reads 10%
CCCCn1c(N)c(N(Cc2ccccc2OC)C(=O)c2cc(CC)c(C)s2)c(=O)[nH]c1=O in L3MBTL1 inh reads -7%

Next part
canonical_smiles	L3MBTL1 inh	GAA glycogen
Cc1ccccc1-c1cc(C(=O)O)nn1CC1CC(c2cccc([N+](=O)[O-])c2)=NO1 (stereo unspecified)	-4%	.
COCCN(C(=O)COC(=O)Cc1c(C)nc2ccccc2c1C)c1c(N)n(CC(C)C)c(=O)[nH]c1=O	3%	.
Cc1ccc(S(=O)(=O)N2CCN(C(=O)/C=C/c3ccccc3)CC2)cc1C	2%	.
CN(CC(=O)Nc1ccccc1C(F)(F)F)C(=O)c1ccc(-c2ccc(Cl)cc2)o1	-14%	.
Cn1cccc1C(=O)OCc1cc(-c2ccco2)on1	?	.
COc1ccc(-n2nnnc2SCC(=O)N(C)C2CCS(=O)(=O)C2)cc1 (stereo unspecified)	3%	.
O=S(=O)(NCC1CCCO1)c1ccccc1 (stereo unspecified)	-1%	5%[76.3 µM]
Brc1cccc(OCCCCn2cncn2)c1	8%	-1%[76.3 µM]
O=C1/C(=C/c2ccc3c(c2)OCO3)Oc2cc(OCC(=O)N3CCC[C@H]3C(=O)O)ccc21	-13%	-11%[76.3 µM]
Cc1ccc(S(=O)(=O)Cc2ccc([N+](=O)[O-])cc2)cc1	-2%	-3%[76.3 µM]
Cc1cccc(N(C)C(=O)CCS(=O)(=O)c2cc3c(cc2Cl)NC(=O)CO3)c1	1%	-3%[76.3 µM]
Oc1ccc(CCNc2c3ccccc3nc3ccccc23)cc1O	-13%[2.29 µM]	.
COC(=O)C1=CN(Cc2ccc(C)cc2)C=C(C(=O)OC)C1c1cc(OC)c(OC)c(OC)c1	26%	-26%[76.3 µM]
COc1ccc(C(=O)O/N=C(\N)c2ccccn2)cc1[N+](=O)[O-]	-3%	18%[76.3 µM]
CC1(C)CC(=O)C2=C(C1)Nc1ccccc1NC2c1ccc(F)c(F)c1 (stereo unspecified)	0%	-5%[76.3 µM]
CC(C)CNC(=S)N(CCCO)Cc1cc2cc3c(cc2[nH]c1=O)OCO3	-3%	-11%[76.3 µM]
CC(=O)Oc1ccc2nc(-c3ccco3)oc(=O)c2c1	-8%	-5%[76.3 µM]
COc1cccc(NC(=O)c2nn(C)c(C(=O)Nc3cccc(OC)c3)c2[N+](=O)[O-])c1	-2%	2%[76.3 µM]
CCCC(=O)NC(c1ccccc1)c1ccc2cccnc2c1O (stereo unspecified)	?	4%[76.3 µM]
Cc1cc(Nc2ccc(C)c(C)c2)c2ccccc2n1	-3%	1%[76.3 µM]
c1ccc(-c2nnnn2-c2ccccc2)cc1	9%	-5%[76.3 µM]
COc1ccc(C#Cc2ccc3c(c2)c(=O)c2ccccc2n3C)cc1	25%	18%[76.3 µM]
C=CCN(CC=C)C(=O)c1cccc(OC2CCN(S(=O)(=O)N(C)C)CC2)c1	-1%	-8%[76.3 µM]
COc1ccc(C(=O)NC2CCN(CC(=O)Nc3c(C)cccc3C)CC2)cc1OC	6%	18%[76.3 µM]

Random excerpt: 3 entries already listed
canonical_smiles	L3MBTL1 inh	GAA glycogen
CCCC(=O)NC(c1ccccc1)c1ccc2cccnc2c1O (stereo unspecified)	?	4%[76.3 µM]
C=CCN(CC=C)C(=O)c1cccc(OC2CCN(S(=O)(=O)N(C)C)CC2)c1	-1%	-8%[76.3 µM]
Cc1cc(Nc2ccc(C)c(C)c2)c2ccccc2n1	-3%	1%[76.3 µM]

Remaining list, next part
canonical_smiles	L3MBTL1 inh	GAA glycogen
C(=N\Nc1cc(N2CCCCC2)ncn1)/c1ccco1	-5%	-18%[76.3 µM]
Cc1noc(NS(=O)(=O)c2ccc(NC(=O)C(C)C)cc2)c1C	-11%	-7%[76.3 µM]
CC1CN(CC(=O)NCc2ccccc2)CC(C)O1 (stereo unspecified)	1%	11%[76.3 µM]
CCN(CC)c1ccc(/C=N/NC(=O)c2cc3ccccc3[nH]2)cc1	-13%	3%[76.3 µM]
CC(=O)N1c2ccc(S(=O)(=O)N3CCCC3C(=O)Nc3ccc(C)cc3)cc2CC1C (stereo unspecified)	0%	18%[76.3 µM]
CC(C(=O)c1ccc(Br)cc1)[n+]1cccc2ccccc21 (stereo unspecified)	-4%[2.29 µM]	3%[76.3 µM]
CN(C(=O)c1cc([N+](=O)[O-])ccc1NCc1cccnc1)c1ccccc1	-8%	-5%[76.3 µM]
O=C(Nc1ccc(S(=O)(=O)N2CCOCC2)cc1)c1ccccc1Br	-3%	0%[76.3 µM]

Some of the entries so far, field by field:
> CC1CN(CC(=O)NCc2ccccc2)CC(C)O1 (stereo unspecified)
  L3MBTL1 inh: 1% | GAA glycogen: 11%[76.3 µM]
> CCN(CC)c1ccc(/C=N/NC(=O)c2cc3ccccc3[nH]2)cc1
  L3MBTL1 inh: -13% | GAA glycogen: 3%[76.3 µM]

(cont.)
canonical_smiles	L3MBTL1 inh	GAA glycogen
Cc1ccc(Nc2nc(-c3ccccc3)cs2)nc1	-9%	-11%[76.3 µM]
C=CCNc1nc2ccccc2nc1NS(=O)(=O)c1ccc(Cl)cc1	5%	-11%[76.3 µM]
CC(C)N(C(=O)Cn1c(-c2cccnc2)ccc(C#N)c1=O)C(C)C	-2%	-12%[76.3 µM]
COc1ccc(Br)cc1/C=N/NC(=O)c1cccnc1	4%	-10%[76.3 µM]
O=C(Nc1cc(Cl)ccc1O)C1CC(c2ccccc2O)=NO1 (stereo unspecified)	-3%	-1%[76.3 µM]
CC(C)(C)OC(=O)CC12CCCCC1NC(=O)O2 (stereo unspecified)	-2%	8%[76.3 µM]
Cc1ccc(-c2csc(NC(=O)CN3CCOCC3)n2)cc1C	-5%	5%[76.3 µM]
Oc1ccccc1Cn1nnc2ccccc21	2%	-1%[76.3 µM]
COc1ccc(S(=O)(=O)NCC2CCCN(C(=O)CSC)C2)cc1 (stereo unspecified)	1%	-4%[76.3 µM]
COCCC(=O)N1CCC(Oc2ccc(C(=O)N(C)C3CCCCC3)cc2)CC1	6%[2.29 µM]	13%[76.3 µM]
COCCNC(=O)c1cccc(OC2CCN(Cc3ccc(C(=O)OC)cc3)CC2)c1	-4%	-9%[76.3 µM]
Cc1cc(OCCOCCNCc2ccccc2)ccc1C(C)C	-9%	-4%[76.3 µM]
CN(C)C(=O)COc1ccc2c(-c3ccccc3)cc(=O)oc2c1	-4%	16%[76.3 µM]
Cc1cc2c(cc1S(=O)(=O)NCc1ccccc1)n(C)c(=O)c(=O)n2C	12%	0%[76.3 µM]
C=CCNC(=S)N1CCC(C(=O)c2ccc(F)cc2)CC1	-2%	-6%[76.3 µM]
COC(=O)C1=CN(Cc2ccc(F)cc2)C=C(C(=O)OC)C1c1ccc(O)c(OC)c1	-3%	-2%[76.3 µM]
NC(=O)CC(NC(=O)c1ccccc1)c1ccc(N2CCN(c3ccc(F)cc3)CC2)c([N+](=O)[O-])c1 (stereo unspecified)	?	6%[76.3 µM]
CCC(CC)c1nnc(NC(=O)CC(C)c2ccccc2)s1 (stereo unspecified)	5%	13%[76.3 µM]
NS(=O)(=O)c1ccc(CCNC(=O)c2ccc(-c3ccccc3)cc2)cc1	6%	-1%[76.3 µM]
CN(C)/C(=N\S(=O)(=O)c1ccc(Br)cc1)c1ccccc1	4%	-6%[76.3 µM]
CCc1c(C2(O)CCCCC2)[nH]c2c(C(=O)OC)cc(Cl)cc12	20%	-7%[76.3 µM]
O=C(NNS(=O)(=O)c1ccc(F)cc1)c1ccc([N+](=O)[O-])cc1Cl	1%	-17%[76.3 µM]
O=C(CN1CCN(c2cccc(Cl)c2)CC1)NCc1ccccc1	-6%	3%[76.3 µM]
COCCN(CCOC)c1nc(-c2ccccc2)nc2ccccc12	7%	-10%[76.3 µM]
CN(C)c1ccc(Nc2nc(N)c3ccccc3n2)cc1	?	-15%[76.3 µM]
Cn1c(C(=O)N2CCN(c3ccccc3)CC2)cc2cc(Cl)ccc21	8%	7%[76.3 µM]
CCCOc1ccc(/C=C/C(=O)NC2CCCCC2)cc1OC	2%	-5%[76.3 µM]
